HepG2 viability = kills HepG2 cells in TGF-b inhibitor counter-screen. Potency, µM (doses to about 46.1 µM), for the others: at the top dose activity change, negative = cytotoxicity, hits mostly cytotoxic. HepG2 CAGA-GFP viability, ATP luminescence, 18 h. AID 588856. hit rate 0.76% among 410,000; note: some results filed as inactive show a strong effect at the top dose
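CellTiter-Glo luminescence gave cytotoxicity after 18 hours at 37 degrees C. The cells were HepG2 CAGA-GFP in 1% FBS DMEM, stimulated with 500 pg/mL TGF-beta after compound addition. %Activity was normalised to no-cell wells (complete cell-killing) and DMSO (no toxicity), and curves were fitted and classified.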
ATXN2 expr inh = reduces ATXN2 reporter expression in HEK-293 cells. HEK-293 ATXN2-luciferase reporter, luminescence, 24 h. Potency, µM (series often up to 57 µM), for the others: at the highest dose activity change, negative = inhibition, hits mostly inhibitors. hit rate 0.72% among 360,000. AID 1745845; note: % is set by controls: 0 for no effect and ±100 for the full control effect; nearly all actives have a fitted effect of over 55% in size
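qHTS (up to 57 uM final) was run with 24 h compound exposure of reporter cells at 37 °C. Each well was multiplexed: SteadyGlo luminescence measured ATXN2-luciferase expression after a fluorogenic Gly-Phe-AFC viability readout (25 uM final).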
Nrf2 inh = inhibitors of Nrf2 signaling | A549 ARE-Fluc reporter, luciferase luminescence, 18-24 h | hit rate 2.1% among 360,000 | Potency, µM (titrated, usually from 46 µM), inactives show at the top dose activity change, negative = inhibition, most hits filed as inhibitors | AID 504444; note: % is set by controls: 0 for no effect and ±100 for the full control effect; nearly all actives have a fitted effect of over 60% in size
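In this cell-based qHTS, ARE-driven firefly luciferase in A549 cells reports Nrf2 activity; the luminescent signal after BugLite lysis is the measured value, with a prior CellTiter-Fluor read for cell health.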
ATXN viability = viability counter-screen for ATXN expression inhibitors; S2 cells (HEK-293 line with an ATXN2-luciferase reporter) viability, CellTiter-Fluor protease fluorescence, 24 h; Potency, µM (highest dose often 56.7 µM), usual class: cytotoxic; hit rate 0.49% among 400,000; note: nearly all actives have a fitted effect of over 40% in size
EPAC2 antagonist = blocks human EPAC2 exchange factor. Q8WZA2. hit rate 0.18% among 360,000. Potency, µM (series often up to 114 µM), inactives show at the highest dose activity, negative = inhibition, usual class: inhibitors. EPAC2 GEF exchange of Rap1B-BODIPY-GDP, fluorescence. AID 720708; note: % is set by controls: 0 for no effect and ±100 for the full control effect; nearly all actives have a fitted effect of over 45% in size; many of its hits are not listed in these tables
Target sequence (Q8WZA2 whole entry, looked up): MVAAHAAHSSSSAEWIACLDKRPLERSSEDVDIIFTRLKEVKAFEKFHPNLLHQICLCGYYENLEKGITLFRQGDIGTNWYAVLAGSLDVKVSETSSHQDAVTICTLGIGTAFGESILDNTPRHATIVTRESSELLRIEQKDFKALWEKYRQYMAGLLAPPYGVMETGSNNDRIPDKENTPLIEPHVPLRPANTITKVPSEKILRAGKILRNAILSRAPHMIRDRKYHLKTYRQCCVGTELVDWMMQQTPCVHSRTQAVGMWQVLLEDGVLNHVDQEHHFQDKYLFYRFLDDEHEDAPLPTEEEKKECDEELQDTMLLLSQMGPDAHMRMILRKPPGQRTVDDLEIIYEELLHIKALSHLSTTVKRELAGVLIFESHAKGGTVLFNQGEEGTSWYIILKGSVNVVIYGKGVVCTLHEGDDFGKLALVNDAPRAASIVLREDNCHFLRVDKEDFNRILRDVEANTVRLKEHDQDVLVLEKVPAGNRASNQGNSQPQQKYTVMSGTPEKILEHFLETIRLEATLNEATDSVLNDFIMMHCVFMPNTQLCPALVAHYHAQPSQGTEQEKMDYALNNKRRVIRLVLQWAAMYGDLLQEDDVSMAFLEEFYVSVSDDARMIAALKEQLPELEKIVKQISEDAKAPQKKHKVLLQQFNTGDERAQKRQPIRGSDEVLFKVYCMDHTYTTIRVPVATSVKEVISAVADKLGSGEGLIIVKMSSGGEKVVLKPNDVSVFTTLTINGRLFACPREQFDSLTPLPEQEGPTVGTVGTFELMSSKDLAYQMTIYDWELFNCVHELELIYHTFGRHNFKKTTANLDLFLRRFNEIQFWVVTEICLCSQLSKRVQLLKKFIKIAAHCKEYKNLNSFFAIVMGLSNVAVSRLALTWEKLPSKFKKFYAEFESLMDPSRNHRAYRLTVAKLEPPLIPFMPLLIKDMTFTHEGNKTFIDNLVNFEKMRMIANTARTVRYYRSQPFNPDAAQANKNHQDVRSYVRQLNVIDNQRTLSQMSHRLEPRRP
A549 viability = A549 cytotoxicity, counter-screen for Nrf2 inhibitors. A549 ARE-Fluc cells, CellTiter-Fluor viability, 18-24 h. AID 504648. hit rate 0.16% among 390,000. Potency, µM (series often up to 46 µM), inactives show at the top dose activity change, negative = cytotoxicity, actives largely listed as inhibitors; note: % is set by controls: 0 for no effect and ±100 for the full control effect
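A549 ARE_Fluc cells in 5% FBS OPTI-MEM were exposed to compounds in concentration-response for 18-24 h at 37 deg C. Viability was read by CellTiter-Fluor fluorescence (Ex 405/Em 525) after 30 min, before the luciferase read.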
MCF10A rereplic = DNA re-replication induction in MCF 10a cells. MCF 10A DNA re-replication, Hoechst nuclear intensity, 48 h. Potency, µM (doses to about 46.1 µM), for the others: top-dose activity, positive = re-replication, hits mostly activators. hit rate 2.9% among 350,000. AID 624296; note: % of control where 0% means no effect; nearly all actives have a fitted effect of over 50% in size
TGFb inhibitor = TGF-b pathway inhibition | HepG2 CAGA-GFP TGF-b/SMAD3 reporter, GFP fluorescence, 18 h; TGF-beta stimulated, 500 pg/mL final | hit rate 1.2% among 410,000 | Potency, µM (series often up to 46.1 µM), without a hit: top-dose activity, negative = inhibition, actives largely listed as inhibitors; note: % is set by controls: 0 for no effect and ±100 for the full control effect; nearly all actives have a fitted effect of over 65% in size
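Inhibition of TGF-beta-driven CAGA-GFP reporter expression in HEPG2 cells is measured by cellular GFP fluorescence after 18 h stimulation with 500 pg/mL recombinant TGF-beta in 1% FBS medium at 37 degrees C.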
Nrf2 activator = activates Nrf2 signaling. AREc32 ARE-luciferase reporter (MCF7-derived line), luminescence, 24 h. Potency, µM (series often up to 46.1 µM), without a hit: top-dose activation, hits mostly activators. hit rate 0.31% among 410,000. AID 624171; note: % of control where 0% means no effect; nearly all actives have a fitted effect of over 65% in size
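Nrf2 activation is followed as ARE-luciferase induction in the AREc32 line after one day of compound treatment; luminescence is read with Steady-Glo.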
Active calls of the source: *; i = inactive; ? = inconclusive; nt = not tested or not shown; & = joins results of further samples; [ ] = dose if it differs, or a comment. Calls come from the whole dose curve; as a rule, active = well fitted curve in the direction sought with a large enough effect; inconclusive = small, poorly fitted or top-dose-only effect, or another doubt; inactive = no such curve, though single readings can be large; an effect the other way counts as inactive or inconclusive. Potency is the fitted concentration of half-maximal effect.

SMILES	HepG2 viability	ATXN2 expr inh	Nrf2 inh	ATXN viability	EPAC2 antagonist	A549 viability	MCF10A rereplic	TGFb inhibitor	Nrf2 activator
Cc1ccn2cc(-c3cccc(NS(C)(=O)=O)c3)nc2c1	-9%	11%	?	i	-6%	2%	-13%	-21%	2.2%
N/C(=N\OC(=O)c1ccc(Br)o1)c1cccnc1	7%	34%	?	i	4%	0%	-11%	?	10%
C/C(=N/NC(=O)c1ccco1)c1cccnc1	-1%	nt	?	i	2%	3%	-3%	-7%	22%
O=C1/C(=C/c2cccs2)CCc2ccccc21	-39%	29%	-9%	i	8%	5%	?	-20%	11µM*
CCCCN(C)C(=O)CCC(=O)NNc1nc2ccccc2c2nc(C)nn12	2%&27%	-4%&1%	-3%&-7%	i	6%	-17%&-12%	0%	-11%&-2%	0.6%&0.1%
COc1ccc(OCc2nc3ccccc3n2Cc2ccccc2Cl)cc1	-40%	-25%	-18%	i	nt	-3%	nt	?	0.2%
CSc1nc2ccc(NC(=O)c3nn(C(C)C)c(=O)c4ccccc34)cc2s1	-6%	3%	?	i	13%	2%	30%	-18%	-0.5%
CCc1noc(-c2ccc(N3CCC(C)CC3)c([N+](=O)[O-])c2)n1	-20%	38%[activator]	18%	i	nt	3%	nt	?	3.1%
Cc1ccccc1Cn1c(=O)n(CCCCC(=O)NCc2ccc3c(c2)OCO3)c(=O)c2ccccc21	8%	-11%	?	i	nt	-2%	nt	1%	-1.0%
O=C(CSc1nc2ccccc2o1)NCc1ccc2c(c1)OCO2	-21%	11%	26%	i	22µM*	0%	-6%	13%	4.5%
CCc1nc(-c2cc(S(=O)(=O)N3CCN(c4ccc(OC)cc4)CC3)ccc2OC)no1	-13%	nt	1%	nt	nt	-4%	nt	1%	2.5%
NC(=O)C1CCCN(C(=O)c2ccc3c(c2)NC(=O)CS3)C1 (configuration not stated)	-4%	nt	8%	?	10%	-1%	1%	3%	-0.8%
COCC(=O)N1CCC(n2nccc2NC(=O)c2ccccc2OC)CC1	2%	0%	16%	i	7%	0%	5%	-2%	-0.3%
COc1ccc(-n2c(SCC(N)=O)nc3sc4c(c3c2=O)CCC4)cc1	-23%	-24%	-8%	i	10%	-19%	2%	1%	0.1%
Cc1cc(=O)oc2c(C)c(OC(C)C(=O)NCCN3CCOCC3)ccc12 (configuration not stated)	5%	4%	-17%	i	4%	-2%	-8%	6%	0.1%
Cc1cnc(C(=O)NCCc2ccc(C(F)(F)F)cc2)cn1	7%	9%	-12%	i	13%	-5%	2%	-16%	-0.7%
Nc1nc(-c2ccccn2)nc(N)c1Cc1ccccc1F	-25%	?	?	i	-6%	-8%	?	?	0.5%
CSCCC(NC(=O)c1ccccc1Cl)C(=O)NCc1ccncc1 (configuration not stated)	7%	11%	-4%	i	-3%	9%	-4%	-2%	-0.7%
NS(=O)(=O)c1cccc(NC(=O)COC(=O)CN2C(=O)C3CC=CCC3C2=O)c1 (configuration not stated)	-1%	-13%	7%	i	7%	-7%	-17%	2%	0.5%
CCCCN(C(=O)COc1ccc(C)cc1OC)c1c(N)n(CCC)c(=O)[nH]c1=O	1%	5%	21%	i	-1%	4%	-3%	-2%	-0.1%
CCN(c1cccc(C)c1)S(=O)(=O)c1cc2c(cc1C)n(C)c(=O)c(=O)n2C	0%	8%	12%	?	nt	4%	nt	-4%	0.5%
Cc1ccc(C)c(Cn2c3ccccc3c3cnn(CC(=O)NC4CCC(C)CC4)c(=O)c32)c1 (configuration not stated)	-7%	14%	6%	i	nt	15%	nt	5%	-0.1%
COc1cc(CNc2nnnn2C)cc(OC)c1OC	0%	nt	0%	i	3%	2%	10%	-8%	0.0%
COc1cc(OC)c(N(C)C(=O)C2CCCN(c3ncnc4c3nc3n4CCCCC3)C2)cc1Cl (configuration not stated)	-32%	-9%	-5%	i	nt	-2%	nt	?	5.6%
CCC(=O)NC(c1ccc(C)cc1)c1ccc2cccnc2c1O (configuration not stated)	-9%	?	?	?	16µM*	?	?	?	-0.4%
CCOC(=O)C1(CC2CCCCO2)CCN(S(=O)(=O)c2cccc(F)c2)CC1 (configuration not stated)	2%	11%[11.3 µM]	-10%	i	-1%	9%	3%	-9%	-0.1%
COCCn1cc(C(=O)c2cc(Br)ccc2O)cc(C#N)c1=O	-6%	-25%	4%	i	-2%	6%	-2%	-11%	0.5%
COc1ccc(CC(=O)NNC(=O)CSc2nc(C)c(C)c(=O)[nH]2)cc1	-9%	10%	?	i	-6%	5%	-1%	-11%	2.1%
COc1ccc(-n2c(O)cnc2Nc2nc(C)cc(C)n2)cc1OC	3%	-2%	1%	i	0%	3%	-20%	-1%	-0.1%
Cc1cc(C(F)(F)Cl)n2ncc(-c3ccccn3)c2n1	-6%	nt	0%	i	-4%	-11%	-1%	0%	11%
CC1CCCCC1NC(=O)CN(C)S(=O)(=O)c1ccc2c(c1)c(=O)n(C)c(=O)n2C (configuration not stated)	9%	7%	-7%	i	1%	1%	10%	7%	-0.3%
c1coc(CNc2c3c(nc4ncnn24)CCC3)c1	-7%	11%	-27%	i	13%	9%	9%	10%	7.6%
CCC(=O)N1CCc2cc(Br)cc(S(=O)(=O)NCc3ccccc3)c21	-2%	-1%	1%[9.27 µM]	i	nt	-12%	nt	-10%	-0.3%
CCOC(=O)/C(C#N)=C(\N)C(C)C(=O)Nc1ccccn1 (configuration not stated)	3%	-8%	nt	i	0%	1%	0%	-7%	1.6%
Cc1ccc2nc(-c3ccccc3O)c(Nc3ccc4c(c3)OCCO4)n2c1	4%	11%	0%	i	8%	-2%	7%	-4%	2.4%
O=S(=O)(NCC1CCCO1)c1ccc(NS(=O)(=O)c2ccc(F)cc2)cc1 (configuration not stated)	6%	12%	3%	i	7%	0%	0%	16%	-0.6%
CCOc1ccc(-n2c(=O)cc(N3CCN(c4ccc(F)cc4)CC3)[nH]c2=O)cc1	7%	-3%	?	i	9%	-11%	?	-2%	-0.3%
O=C(Nc1nc(-c2ccc(F)cc2)cs1)c1cnccn1	-19%	-2%	9%	i	-3%	2%	1%	0%	-0.6%
CC1CN(C(=O)c2ccc(COc3ccc4ccccc4c3)o2)CC(C)O1 (configuration not stated)	-6%	-10%	-19%	i	0%	-20%	10%	16%	4.7%
O=C(NC(NC1CCS(=O)(=O)C1)C(=O)c1cccs1)c1ccccc1 (configuration not stated)	6%	8%	11%	i	13%	-6%	-5%	0%	-0.7%
O=C(c1ccc(S(=O)(=O)Cc2cc(F)ccc2F)c([N+](=O)[O-])c1)N1CCCC1	0%	9%	?	i	12%	-4%	?	?	8.9µM*
Cc1ccc(O)c(C(=O)c2cnc3onc(-c4ccc(F)cc4)c3c2)c1	-33%	-5%	11%	?	-6%	12%	9%	?	0.0%
CC(OCc1ccccc1)C(NC(=O)OC(C)(C)C)C(=O)NC1COC2CC(n3cc(F)c(=O)[nH]c3=O)OC12 (configuration not stated)	-10%	nt	-3%	nt	nt	-1%	nt	1%	nt
O=C(CCN1CCC(c2cccs2)=N1)c1cccs1	-99%	nt	8%	i	-10%	1%	20%	?	?
COc1ccc(NS(=O)(=O)c2cc(NC(=O)c3cnccn3)ccc2OC)cc1Br	-28%	-14%[2.22 µM]	6%	i	3%	0%	?	-1%	0.0%
CCCNC(=O)c1cc(-c2ccc(OC)cc2)n(CCCOC)c1C	0%	-27%	-10%	i	-18%	4%	18%	-12%	?
Cc1cccc(NC(=S)NCCc2ccc(Cl)cc2)c1C	-20%	nt	-6%	i	-18%	18%	2%	?	-0.6%
COc1cc2c(cc1OC)-c1nnc(-c3ccco3)n1C1(CCCC1)C2	-13%	5%	-3%	i	8%[57.1 µM]	3%	-2%	6%	0.1%
O=C(COC(=O)Cc1ccccc1)NCc1ccc2c(c1)OCO2	-13%	0%	-15%	i	-4%	-7%	2%	2%	-0.1%
Cc1ccccc1Cn1c(=O)n(CC2CCC(C(=O)NCCc3ccccc3)CC2)c(=O)c2ccccc21 (configuration not stated)	-3%	-7%	-10%	i	13%	-1%	?	-1%	0.0%
CC(c1ccc2c(c1)OCO2)n1c(=S)[nH]c2ccccc2c1=O (configuration not stated)	-7%	-17%	2%	i	-20%	4%	-1%	-29%	2.2%
CC(=O)c1cccc(NC(=O)c2cc(-c3ccc(C)cc3)on2)c1	-1%	10%	0%	i	-1%	0%	-2%	16%	-0.5%
CCc1ccc(OCc2cc(=O)n3cc(C)sc3n2)cc1	-5%	11%	14%	i	nt	0%	nt	-2%	-0.9%
CC[C@@H]1Cc2cc(O)ccc2C2=C1c1ccc(O)cc1C[C@H]2CC	-66%	?	-12%	nt	-5%	-13%	?	?	-0.7%
Cc1ccccc1OCCn1c(CCNC(=O)C2CCCCC2)nc2ccccc21	1%&-32%	nt	?	nt	nt	-1%&-6%	nt	-3%&-23%	0.5%
C[C@H](CO)N1C[C@H](C)[C@H](CN(C)Cc2ccc(-c3ccccc3)cc2)Oc2ccc(NS(=O)(=O)c3ccccc3)cc2CC1=O	11µM*	?	?	?	-7%	-20%	-6%	?	-4.0%

Reprinted at random: five entries already listed, in no set order.
SMILES	HepG2 viability	ATXN2 expr inh	Nrf2 inh	ATXN viability	EPAC2 antagonist	A549 viability	MCF10A rereplic	TGFb inhibitor	Nrf2 activator
O=C(NC(NC1CCS(=O)(=O)C1)C(=O)c1cccs1)c1ccccc1 (configuration not stated)	6%	8%	11%	i	13%	-6%	-5%	0%	-0.7%
C/C(=N/NC(=O)c1ccco1)c1cccnc1	-1%	nt	?	i	2%	3%	-3%	-7%	22%
CCOC(=O)C1(CC2CCCCO2)CCN(S(=O)(=O)c2cccc(F)c2)CC1 (configuration not stated)	2%	11%[11.3 µM]	-10%	i	-1%	9%	3%	-9%	-0.1%
O=C(Nc1nc(-c2ccc(F)cc2)cs1)c1cnccn1	-19%	-2%	9%	i	-3%	2%	1%	0%	-0.6%
CCCCN(C(=O)COc1ccc(C)cc1OC)c1c(N)n(CCC)c(=O)[nH]c1=O	1%	5%	21%	i	-1%	4%	-3%	-2%	-0.1%

Screening data as filed in PubChem BioAssay.

This is a subset. The share of hits here may be higher or lower than overall.
